High-throughput results as filed in PubChem.
CHT PAM: CHT positive allosteric modulators, primary screen, cell-based, membrane potential dye, choline EC20; High affinity choline transporter 1 (Homo sapiens), Q9GZV3; CHT-expressing cells; hits give high values; LV-AA mutant CHT in HEK293 cells; B-score at 10 µM; actives 0.49% (n = 310,000); AID 488977, 2010;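 active = initial fluorescence not abnormally high and integrated response B-score, plate-corrected, over 3 SD above library mean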
Target sequence (Q9GZV3 whole entry, looked up): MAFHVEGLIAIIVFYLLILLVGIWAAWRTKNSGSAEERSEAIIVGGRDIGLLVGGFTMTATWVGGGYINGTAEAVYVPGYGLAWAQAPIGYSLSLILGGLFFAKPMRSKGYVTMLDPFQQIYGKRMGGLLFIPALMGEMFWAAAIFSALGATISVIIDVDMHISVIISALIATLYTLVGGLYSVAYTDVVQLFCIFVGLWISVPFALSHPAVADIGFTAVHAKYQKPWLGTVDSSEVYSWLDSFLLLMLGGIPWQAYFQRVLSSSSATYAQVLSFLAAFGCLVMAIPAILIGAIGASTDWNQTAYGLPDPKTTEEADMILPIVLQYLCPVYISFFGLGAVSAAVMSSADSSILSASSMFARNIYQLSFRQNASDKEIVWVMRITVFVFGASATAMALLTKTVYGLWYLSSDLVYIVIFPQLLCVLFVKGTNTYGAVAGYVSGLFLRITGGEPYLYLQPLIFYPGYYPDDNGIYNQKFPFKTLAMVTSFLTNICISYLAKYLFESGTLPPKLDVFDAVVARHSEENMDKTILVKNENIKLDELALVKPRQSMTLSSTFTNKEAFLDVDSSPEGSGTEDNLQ
OX1R antagonist: OX1R (HCRTR1) antagonists, primary screen, fluorescence, CHO/OX1R cells, Fluo-8 calcium, orexin A | actives 0.43% (n = 330,000) | Fluo-8 calcium fluorescence | inhibition, % at 5 µM;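 active = inhibition above its plate's threshold, mean inhibition of all tested compounds on the plate plus 3 SD, cut at about 37% in these data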;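 also: 0% = orexin A challenge wells and 100% = SB-334867-A antagonist wells; not every result past the cut was called active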
Target sequence (O43613 whole entry, looked up): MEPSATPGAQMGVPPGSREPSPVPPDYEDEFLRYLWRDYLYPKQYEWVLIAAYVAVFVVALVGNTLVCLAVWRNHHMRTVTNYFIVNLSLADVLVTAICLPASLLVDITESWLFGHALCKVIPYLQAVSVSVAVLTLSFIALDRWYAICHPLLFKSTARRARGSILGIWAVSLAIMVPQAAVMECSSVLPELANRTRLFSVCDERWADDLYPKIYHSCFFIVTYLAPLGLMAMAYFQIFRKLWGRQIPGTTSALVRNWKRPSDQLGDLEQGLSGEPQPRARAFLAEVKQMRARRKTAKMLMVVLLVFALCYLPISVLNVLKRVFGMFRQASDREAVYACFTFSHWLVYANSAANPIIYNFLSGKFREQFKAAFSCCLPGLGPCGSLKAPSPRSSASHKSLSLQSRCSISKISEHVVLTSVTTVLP
* hit, by the source's call; i = inactive; · = not tested or not shown.

SMILES	CHT PAM	OX1R antagonist
Cc1ccc(S(=O)(=O)N2CCN=C2SCc2cccnc2)cc1	i	-15
Cc1ccccc1NC(=O)NC1CCCc2ccccc21 (stereo not given)	i	-27
CN(C)CCNc1oc(COc2ccc(-c3ccccc3)cc2)nc1C#N	i	-14
COc1cccc(C(=O)Nc2cccc(-c3nnc(-c4ccccc4)o3)c2)c1	i	44
COc1cccc(C(=O)N2CCN(C(=O)Cc3ccccc3)CC2)c1	i	-5
CSc1nc(N)nc(SCC(=O)C23CC4CC(CC(C4)C2)C3)c1C#N	i	-10
CC(C)(C)NC(=O)C1CCC(C)(C(=O)O)C1(C)C (stereo not given)	i	-5
O=C(CCNS(=O)(=O)c1ccc2[nH]c(=O)oc2c1)NCc1ccccc1	i	-9
Cn1c(=O)[nH]c(=O)c2c1nc(SCCO)n2CCCc1ccccc1	i	-8
CCOc1ccc(NC(=O)CN2C(=O)NC(C)(c3ccc(OC(F)F)cc3)C2=O)cc1 (stereo not given)	i	32
CN(C)c1nccc(Nc2ccccc2)c1C#N	i	-16
Cc1cc(Cl)ccc1C(=O)C1CCCN(C(=O)c2cc(C(C)C)no2)C1 (stereo not given)	i	-36
C/C(=N\O)C(C)NC(=O)c1ccccc1 (stereo not given)	i	-1
COc1cc(/C=N/NC(=O)c2cccc(S(=O)(=O)N3CCCC3)c2)cc(OC)c1O	i	-19
O=C(CCC1CCCCC1)N1CCN(Cc2ccc3c(c2)OCO3)CC1	i	-31
O=C(N/N=C/c1cc2c(cc1Cl)OCO2)c1ccc2c(c1)OCCO2	i	-33
Cc1ccc(C(=O)NC2CC3CCCC(C2)N3C(=S)NCc2ccco2)cc1 (stereo not given)	i	-39
Cn1nc(C(F)(F)F)cc1C(=O)Nc1ccc(-c2ccno2)cc1	i	-16
CCC1C(=O)N(C)CCc2ccccc21 (stereo not given)	i	-4
COc1ccccc1N1CCN(C(=O)c2sc3nc(-c4ccc(F)cc4)cn3c2C)CC1	i	8
O=c1cc(C23CC4CC(CC(C4)C2)C3)[nH][nH]1	i	9
CN1/C(=C\C=C(/C#N)C(=O)Nc2ccccc2F)C(C)(C)c2ccccc21	i	-1
CCC1(C)Cc2sc3c(=O)[nH]c(=S)[nH]c3c2CO1 (stereo not given)	i	2
N#Cc1c(N)nc(SCC(=O)NCCc2ccccc2)c(C#N)c1-c1cccs1	i	-9
CN(C(=O)c1ccccc1C(=O)OCC(=O)Nc1ccc(OC(F)F)cc1)c1ccccc1	·	9
COC/C=C/C1=CC2=CC(=O)C(C)(OC(=O)c3cnc4ccccc4n3)C(=O)C2=CN1CCCOC(C)C (stereo not given)	i	-13
Cc1cccc2c1N(C)C(=O)C2=O	i	0
Cc1ccc(/C=C(\C#N)C(=O)Nc2cccc(C)n2)cc1	i	-14
Cc1ccc2c(c1)N(Cc1ccccn1)C(=O)C(C)O2 (stereo not given)	i	-3
COc1ccccc1C(=O)N=C1NC(=O)CC2C(=O)NCCN12 (stereo not given)	i	-21
COCCN(Cc1cc2cc3c(cc2nc1Cl)OCO3)C(=O)Nc1ccccc1OC	i	-26
COc1ccc(CCNC(=O)C(=O)NCC2OCCN2S(=O)(=O)c2cc(F)ccc2F)cc1 (stereo not given)	i	-11
Cc1cccc(OCCCCCNCCO)c1	i	-1
COC(=O)c1c(N2C(=O)CC(Sc3ncccc3C(=O)O)C2=O)sc(C)c1C (stereo not given)	i	-6
Cc1ccc(O)c(C(=O)c2cnn(-c3ccccc3)c2)c1	i	-32
Cc1ccc(NC(=O)c2cc3ccccc3o2)cc1Cl	i	·

Part of the list above, with values under each structure:
Every second line gives: CHT PAM	OX1R antagonist
CN(C(=O)c1ccccc1C(=O)OCC(=O)Nc1ccc(OC(F)F)cc1)c1ccccc1
→ ·	9
COC/C=C/C1=CC2=CC(=O)C(C)(OC(=O)c3cnc4ccccc4n3)C(=O)C2=CN1CCCOC(C)C (stereo not given)
→ i	-13

Next records
SMILES	CHT PAM	OX1R antagonist
CCCn1c(=O)c2ccccc2n2c(SCCNCCO)nnc12	9.1*	-4
NC(=O)CS(=O)(=O)c1nc2ccccc2n1Cc1ccccn1	i	-21
C=CCn1c(CSc2nc3ccccc3s2)nnc1SCC(=O)OCC	i	-6
Cn1c(CCC(=O)OCC(=O)Nc2ccc(Oc3ccccc3)cc2)nc(=O)c2ccccc21	i	-10
CCNC(=O)CN(c1ccc(Oc2ccccc2)cc1)S(=O)(=O)c1ccccc1	i	5
CCN(CC)S(=O)(=O)c1ccc(N2CCCC2)c(NC(=O)Cc2ccc(OC)cc2)c1	i	-38
CC1=C(C)CC2(SC1)C(=O)N(c1ccccc1)N=C2N (stereo not given)	i	-14
COC(=O)C1CCN(CCCOc2ccc(CN3CCN(c4ccc([N+](=O)[O-])cc4)CC3)cc2)CC1	i	-20
CC(=O)N(/N=C1\Sc2ccccc2C1=O)c1cccc(C)c1	i	9
CC(=O)N(/N=C1\Sc2ccccc2C1=O)c1ccc(C)cc1C	i	-15
CCOC(=O)C1=C(N)Oc2cc(O)ccc2C1c1ccc(F)cc1F (stereo not given)	i	-15
CCOc1ccc(Cl)cc1/C=N/O	i	-5

Quoted from the listing, 3 compounds:
SMILES	CHT PAM	OX1R antagonist
CC(=O)N(/N=C1\Sc2ccccc2C1=O)c1ccc(C)cc1C	i	-15
CCOC(=O)C1=C(N)Oc2cc(O)ccc2C1c1ccc(F)cc1F (stereo not given)	i	-15
CCOc1ccc(Cl)cc1/C=N/O	i	-5

Next entries follow:
SMILES	CHT PAM	OX1R antagonist
O=C(N/N=C/c1ccc(-c2cccc(C(F)(F)F)c2)o1)c1ccccc1O	i	-18
O=S(=O)(/N=C(/Nc1nc2ccccc2s1)c1ccccc1)c1ccccc1	·	-34
O=C(COc1cccnc1[N+](=O)[O-])NCc1ccc2c(c1)OCO2	i	0
Oc1cc2c(cc1O)C(c1ccccc1)CNCC2 (stereo not given)	i	7
Cc1ccc(C(=O)NC(NCc2ccccc2)C(Cl)(Cl)Cl)cc1 (stereo not given)	i	-25
CC1(C)CC(=O)c2cnc(N3CCN(c4ccccc4)CC3)nc2C1	i	-17
S=c1nccc(-c2ccc3c(c2)CCO3)[nH]1	i	-18
CC(Oc1ccc(Br)cc1Br)C(=O)NC1CCCC1 (stereo not given)	i	-28
Cc1ccc(NC(=O)C(C)Sc2nnc(-c3cccnc3)o2)cc1 (stereo not given)	i	4
Cc1c(C(=O)OCC(=O)Nc2c(C)n(C)n(-c3ccccc3)c2=O)cccc1[N+](=O)[O-]	i	-26
Cc1cccc(OCCCC(=O)O)c1C	i	2
COc1cc2c(cc1OC)C(c1cccc(Cl)c1Cl)CC(=O)N2 (stereo not given)	i	·

Five of these compounds in another layout.
| Compound | CHT PAM | OX1R antagonist |
| --- | --- | --- |
| Cc1ccc(C(=O)NC(NCc2ccccc2)C(Cl)(Cl)Cl)cc1 (stereo not given) | i | -25 |
| CC1(C)CC(=O)c2cnc(N3CCN(c4ccccc4)CC3)nc2C1 | i | -17 |
| S=c1nccc(-c2ccc3c(c2)CCO3)[nH]1 | i | -18 |
| CC(Oc1ccc(Br)cc1Br)C(=O)NC1CCCC1 (stereo not given) | i | -28 |
| Cc1ccc(NC(=O)C(C)Sc2nnc(-c3cccnc3)o2)cc1 (stereo not given) | i | 4 |

Continued:
SMILES	CHT PAM	OX1R antagonist
Cc1c(NC(=O)COC(=O)C23CC4CC(CC(Br)(C4)C2)C3)c(=O)n(-c2ccccc2)n1C	i	-7
O=C(CCC(=O)Nc1ccccc1Cl)NNC(=O)NC1CCCCC1	i	-5
CC(=O)OCC(=O)[C@@]12OC(C)(C)O[C@@H]1C[C@H]1[C@@H]3C[C@H](F)C4=CC(=O)C=C[C@]4(C)[C@@]3(F)[C@@H](O)C[C@@]12C	i	-10
CC(C)Oc1ccccc1C1CC(=O)Nc2cc3c(cc21)OCO3 (stereo not given)	i	-11
Cc1cc(NC(=O)CSc2nnc(COc3ccccc3)n2Cc2ccco2)no1	i	-12
O=S(=O)(NC1CCCCCC1)c1cccc(Cl)c1	·	-15
CCOC(=O)C1CCCN(C2CCN(Cc3nc(-c4ccccc4)no3)CC2)C1 (stereo not given)	i	-18
Cc1ccc(NCC(=O)Nc2cccc(F)c2)cc1S(=O)(=O)N1CCCCCC1	i	-17
CCN(CC)C(=O)Cn1cnc2sc(C(=O)N3CCN(Cc4ccc5c(c4)OCO5)CC3)c(C)c2c1=O	i	-23
O=C(Cn1cc2c(n1)CCCCC2)Nc1ccccc1Cl	i	-30
Cc1cccc(N2C(S)=C(C#N)C(=O)NC2c2cccs2)c1 (stereo not given)	i	-3
CC1CCCCC1NC(=S)Nc1ccc(SC(F)F)cc1 (stereo not given)	i	40*

Entries from the list above with a CF3 group (2):
SMILES	CHT PAM	OX1R antagonist
Cn1nc(C(F)(F)F)cc1C(=O)Nc1ccc(-c2ccno2)cc1	i	-16
O=C(N/N=C/c1ccc(-c2cccc(C(F)(F)F)c2)o1)c1ccccc1O	i	-18

(further entries)
SMILES	CHT PAM	OX1R antagonist
COc1ccccc1N1CCN(C2CCCN(C(=O)c3cc(C4CC4)on3)C2)CC1 (stereo not given)	i	-28
O=C(COC(=O)C(Cc1ccccc1)NC(=O)c1ccco1)NC1CC1 (stereo not given)	i	1
CCOC(=O)C1(c2nc(N)cs2)COC(=O)C1 (stereo not given)	i	0
CCOC(=O)COc1cc(OCC(=O)OCC)c2c3c(c(=O)oc2c1)CCCC3	i	·
O=C(CNC1CCCCCC1)c1cccs1	i	-2
COc1ccc(NC(=O)CCNS(=O)(=O)c2ccc(NC(C)=O)cc2)cc1Cl	i	-6
C[C@H](NC(=O)OC(C)(C)C)c1nnc(SCC(=O)Nc2cccc(Cl)c2)o1	i	-11
CC(C)(C)OC(=O)NN=C(c1ccc(O)cc1)c1ccc(O)cc1	i	-11
O=c1nc2ccccc2c2n1CC(CN1CCN(c3ccccc3F)CC1)N2 (stereo not given)	i	-20
CCc1cc2c(=O)c(-c3ccc4c(c3)OCCO4)coc2c(CN2CCCCC2C)c1O (stereo not given)	i	-26
CCS(=O)(=O)c1ccc(O)c(NC(=O)COc2ccc(Cl)cc2)c1	i	-23
Cc1onc(-c2ccccc2Cl)c1C(=O)N1CCOC12CCN(c1cccc(F)n1)CC2	i	-40
Cn1cc(CN2CC3C[C@@H]4CC2C[C@H](C3)C4)c(-c2ccc3c(c2)OCCO3)n1	i	-21
Cc1cc(C(=O)OCC(=O)NCCC(C)C)c2ccccc2n1	i	-32
CCOc1ccccc1NC(=O)C(OC(=O)c1ccc(CC)cc1)c1ccccc1 (stereo not given)	i	-30
Cc1ccccc1NC(=O)CSc1nnc(CNC(=O)c2ccco2)n1C	i	-20
CCc1noc(C)c1C(=O)OC(C)C(=O)Nc1ccc(Cl)cn1 (stereo not given)	·	-21
O=C(CCNC(=O)c1ccc([N+](=O)[O-])cc1)Nc1ccc(N2CCOCC2)cc1N1CCOCC1	i	-3
Cc1ccc(-c2nc3ccc(Cl)cc3n2OC(C)C(=O)O)cc1 (stereo not given)	i	-11
O=C(O)CCSc1nnc(SCC(=O)NCC(F)(F)F)s1	i	-2
Nc1cccc2c1C(=O)N(CCOc1ccccc1F)C2=O	i	-4
NC(=O)c1ccccc1N=Cc1ccccn1	i	9
COc1ccc2cc(C3=CC(=O)C[C@H](c4ccc5c(c4)OCO5)C3)ccc2c1	·	-9
C/C(=N/NS(=O)(=O)c1cccc([N+](=O)[O-])c1)c1c[nH]c2ccccc12	i	-10
CCn1cc(C(=O)OCC(=O)c2cc(C)n(-c3ccc(OC(F)F)cc3)c2C)c(=O)c2ccc(C)nc21	i	-12
CCOc1cc(/C=C2\SC(=S)N(NS(=O)(=O)c3ccc(C)cc3)C2=O)ccc1O	i	-10
Cc1cc(C(=O)O)c2ccccc2n1	i	-13
O=C(CSc1nnnn1-c1ccc(F)cc1)Nc1ccc(N2CCOCC2)c(Cl)c1	i	4
CCC(=O)c1c(NC(CC)CO)cc(C)oc1=O (stereo not given)	i	-10
O=C(Nn1c(C2CCCCC2)nc2ccccc2c1=O)c1ccc([N+](=O)[O-])cc1	i	-13
CC(=O)c1cccc(NC(=O)N[C@@H](CC(C)C)C(=O)O)c1	i	10
COc1cccc(N(C(=O)CS(=O)CC(=O)Nc2ccc(F)cc2)C(C(=O)NC2CCCCC2)c2cccs2)c1 (stereo not given)	i	-34
Cn1c(CNC(=O)c2ccc(Cl)cc2)nnc1SCC(=O)Nc1sc2c(c1C#N)CCCC2	i	-26
CCCCn1c(N)c(N(Cc2ccccc2OC)C(=O)CCSC)c(=O)[nH]c1=O	i	·
Cc1ccc(NC(=O)c2cccs2)cc1NC(=O)c1ccc(F)cc1	i	-7
COc1ccc(C(=O)NCCCCCCNC(=O)c2ccc(OC)cc2)cc1	i	0
CCN(CC)S(=O)(=O)c1ccc2oc(Nc3ccc(OC)cc3OC)nc2c1	i	-43
CCCSc1nnc(CNS(=O)(=O)c2ccc(C)cc2)n1C	i	-8
CCc1nn(-c2ccccc2)c(N)c1-c1ccc(OC)c(OC)c1	i	1
CC(=O)N(c1ccc2oc(=O)sc2c1)S(=O)(=O)c1ccc(C)cc1	i	-15
CN(C)S(=O)(=O)c1ccc(Cl)c(NC(=O)CSc2nc3c(cc2C#N)C(=O)CC(C)(C)C3)c1	i	-23
O=c1[nH]c2c(s1)C(c1ccc(O)cc1)C1C3CCC(C3)C1S2 (stereo not given)	i	-8
Cn1nc(C(=O)OCC(=O)c2ccccc2)c2ccccc2c1=O	·	-17
COc1ccc(/C=N/NC(=O)c2cccc(C(F)(F)F)c2)cc1	i	-25
Cc1cccc(N(Cc2ccc(Cl)cc2)S(C)(=O)=O)c1	i	-37
O=C(NCCCCc1ccccc1)C12CN(Cc3ccccc3)CC1C(c1cccc([N+](=O)[O-])c1)=NO2 (stereo not given)	i	-26
O=C(CSc1nccc(=O)[nH]1)c1c[nH]c2ccccc12	i	8
O=C(CCCc1nc(-c2ccc(Cl)cc2)no1)NCC1CCCO1 (stereo not given)	i	-15
